Vif imaging: blocks HIV Vif function; HEK293T cells, Vif self-association by quenched fluorescence, imaging, 24 h; inhibition, % at 7.49 µM; hit rate 0.35% among 340,000; AID 602346; in the data active = inhibition above about 50%, passing the limit was not always enough; also: some results filed as inactive read as strong as hits
MC4R ag barr: human MC4R agonism via beta-arrestin. AID 540308. activation, % at 8.9 µM. hit rate 0.98% among 360,000. U2OS MC4R beta-arrestin complementation, luminescence; percent of melanotan II response, DMSO zero;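 active = activation above a per-plate cutoff, the mean activation of sample wells on that plate plus 3 SD, cut at about 8% in these data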
aDG glyco act: increases alpha dystroglycan glycosylation | Pro5-aDG cells, alpha-DG glycosylation AlphaScreen (IIH6); 0% Pro5, 100% B10-LARGE cell signal | activation, % at 10 µM | hit rate 0.22% among 360,000;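 active = activation of at least 8% versus controls, or a plate z-score of at least 8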;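 also: Pro5 are CHO cells carrying HIG-tagged alpha-DG that lacks glycosylation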
CaV13 FRET inh: Disruptors of the CACNA1D IQ motif to Ca2+-dependent inactivation inhibitor domain association, primary screening, Förster resonance energy transfer in intact living …; HEK cells, CFP/YFP FRET ICDI-IQ, plate reader, 10 min; percent FRET-ratio fall versus neutral wells; inhibition, % at 12.3 µM; hit rate 0.098% among 340,000;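 active = mean replicate inhibition of at least 30% and at least 1% of replicates passing that level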;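 also: 0% = median of the neutral control wells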
PDI inh: PDI (human) enzyme inhibition. P07237. inhibition, % at 10 µM. PDI insulin aggregation turbidity, A650, 90 min. hit rate 0.052% among 350,000;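 active = mean inhibition across replicates of 30% or more, whatever share of single replicates reach that level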;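 also: absorbance from insulin aggregation driven by PDI reduction with DTT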
Target sequence (P07237 whole entry, looked up): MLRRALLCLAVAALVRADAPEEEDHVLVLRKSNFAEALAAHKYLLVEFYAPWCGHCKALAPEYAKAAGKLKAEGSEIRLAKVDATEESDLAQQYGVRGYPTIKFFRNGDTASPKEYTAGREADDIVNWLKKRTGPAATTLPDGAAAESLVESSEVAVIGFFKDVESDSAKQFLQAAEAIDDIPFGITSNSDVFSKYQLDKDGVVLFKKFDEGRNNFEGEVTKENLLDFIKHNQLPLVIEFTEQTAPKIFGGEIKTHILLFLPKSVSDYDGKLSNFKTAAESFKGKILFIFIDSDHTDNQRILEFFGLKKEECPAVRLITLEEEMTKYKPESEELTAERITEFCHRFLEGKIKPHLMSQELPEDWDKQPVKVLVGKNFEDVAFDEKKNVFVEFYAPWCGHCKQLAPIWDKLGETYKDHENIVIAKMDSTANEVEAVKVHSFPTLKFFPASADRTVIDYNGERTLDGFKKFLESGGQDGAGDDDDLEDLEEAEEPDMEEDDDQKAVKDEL
ABCB6 inh MLPCN: inhibitors of human ABC transporter ABCB6; K562-ABCB6 porphyrin accumulation, flow cytometry, 1 h; active compounds read low; hit rate 0.19% among 360,000; fluorescence ratio to DMSO, % at 10 µM;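 active = fluorescence ratio to DMSO below 75%, the collection mean minus 3 SD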;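 also: signal is porphyrin accumulated inside mitochondria; 100% equals median channel fluorescence of DMSO control wells; lower ratio means ABCB6 inhibition with less porphyrin fluorescence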
MC4R antagonist: antagonists of human melanocortin 4 receptor (MC4R) | MC4R-expressing cells, MTII-stimulated cAMP, LANCE TR-FRET | P32245 | AID 540295 | hit rate 0.48% among 360,000 | inhibition, % at 6.5 µM;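 active = inhibition above its plate's cutoff, the mean of tested wells on that plate plus 3 SD, cut at about 29% in these data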;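 also: 0% = Melanotan II alone and 100% = Melanotan II plus saturating MCL0020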
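Assay system: human MC4R-expressing U2OS cells; reagent: Melanotan II stimulation of cells; dosing: 6.5 µM single dose; timing: compound 30 min, challenge 1 h, detection 1 h; signal: TR-FRET cAMP assay; replicates: one well per compound, no replicates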
Glyco luc inh: blocks N-linked glycosylation in D54 reporter cells; D54 ERlucT glycosylation luciferase reporter, 24 h; percent of 100 nM tunicamycin response; reporter increase, % at 12.5 µM; hit rate 0.23% among 360,000; AID 588692;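 active = mean luciferase reporter signal, scaled so untreated is 0 and the glycosylation-blocking control 100, at or above a set limit in every replicate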;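 also: luciferase carries N-glycosylation sites so blocking glycosylation raises the light; 0% = median of neutral control wells and 100% = median of 100 nM tunicamycin wells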
Cardio protect: modulators protecting cardiomyocytes from myocardial damage | H9c2 cardiomyocytes, H2O2 injury protection, ATPLite, 2 h | protection from H2O2 cell death, % at 20 µM | hit rate 0.63% among 360,000 | AID 588492;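 active = compounds giving at least 50% protection of heart cells from peroxide-induced death in the single-dose screen, raw or plate-pattern-corrected value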;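 also: 0% = DMSO wells with peroxide and 100% = DMSO wells without peroxide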
HTR2A ag: activates the mouse 5-HT2A serotonin receptor; hit rate 0.66% among 360,000; AID 624169; activation, % at 7.6 µM; P35363; CHO-K1 mHTR2A beta-arrestin complementation, luminescence; percent of 30 µM serotonin response;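 active = activation above a run cutoff, the mean activation of all tested compounds plus 3 SD, cut at about 14% in these data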;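 also: 0% = plate median of compound wells and 100% = 30 µM serotonin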
Target sequence (P35363 whole entry, looked up): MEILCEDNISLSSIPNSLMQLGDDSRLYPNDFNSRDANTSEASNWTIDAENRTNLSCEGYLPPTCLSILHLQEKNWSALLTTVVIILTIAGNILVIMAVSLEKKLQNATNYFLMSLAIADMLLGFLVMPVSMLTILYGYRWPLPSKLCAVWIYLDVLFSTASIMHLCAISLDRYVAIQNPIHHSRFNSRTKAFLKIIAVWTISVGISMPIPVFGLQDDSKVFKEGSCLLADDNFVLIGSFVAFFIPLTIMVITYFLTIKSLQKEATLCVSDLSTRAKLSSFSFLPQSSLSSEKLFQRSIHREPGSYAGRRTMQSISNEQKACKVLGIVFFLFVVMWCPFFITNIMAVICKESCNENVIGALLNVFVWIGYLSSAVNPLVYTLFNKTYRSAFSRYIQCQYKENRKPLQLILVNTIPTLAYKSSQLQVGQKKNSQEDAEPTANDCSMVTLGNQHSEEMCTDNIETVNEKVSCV
* = called active by the depositor; i = inactive; / = no result given.

canonical_smiles	Vif imaging	MC4R ag barr	aDG glyco act	CaV13 FRET inh	PDI inh	ABCB6 inh MLPCN	MC4R antagonist	Glyco luc inh	Cardio protect	HTR2A ag
CCN(C(=O)COn1nnc2ccc(S(=O)(=O)N(C)C)cc21)C1CCS(=O)(=O)C1 (configuration not stated)	-1	-0.6	0.0	-3	4	95	4	0	8	-4
O=C(CCCC(=O)Nc1ccc(Br)cc1)N/N=C/c1ccccc1	1	1.0	0.0	/	3	98	24	2	-1	5
CC(C)c1ccc(N(C(=O)CNC(=O)c2ccco2)C(C(=O)NC2CCCC2)c2ccncc2)cc1 (configuration not stated)	-7	1.1	0.0	-7	22	92	7	0	-5	-2
C[C@@H]1CN([C@@H](C)CO)C(=O)c2cc(Br)cnc2O[C@@H]1CN(C)C(=O)C1CCCCC1	1	-4.0	0.2	-8	-4	101	6	0	4	-3
CCSc1cc(C)nc2ncnn12	7	0.1	0.0	-5	-5	100	0	1	3	10
COc1ccc(-c2csc(N(Cc3ccccc3)C(=O)COc3ccc(Cl)cc3)n2)cc1	-2	-0.3	-0.1	/	-8	92	2	1	-18	4
NS(=O)(=O)c1cc(C(=O)OCC(=O)c2ccc3c(c2)OCCO3)ccc1Cl	10	-2.7	-0.2	-2	-7	95	11	4	-26	-2
COc1ccc(CCn2c(=O)[nH]c3cc(C(=O)NCCCN4CCOCC4)ccc3c2=O)cc1OC	-2	-1.8	0.1	-11	-1	94	-4	-1	20	6
O=C(CNS(=O)(=O)c1cccs1)NCCc1ccc(Cl)cc1	-3	-0.5	0.0	-2	-6	95	18	0	-1	2
CC1(C)Oc2cc3oc(=O)ccc3c3c2C2C1CCC(C)(O3)C2O (configuration not stated)	0	-0.8	4.2	/	/	107	-5	3	5	5
COc1ccc(CN2CCN(C(=O)CCC(=O)Nc3nnc(C4CCCCC4)s3)CC2)cc1F	-11	-0.9	0.6	-7	10	84	6	-4	-3	1
Cn1ncc(=S)[nH]c1=S	0	-1.9	0.1	-3	14	97	0	4	-2	-4
COC(=O)N/N=C/c1ccc(-c2cccc(Cl)c2)o1	5	-0.2	0.0	-3	-20	100	0	2	-2	-3
O=C(NCc1ccc2c(c1)OCO2)c1ccc(N2CCCC2=O)cc1	-3	-1.9	0.1	-6	1	100	4	-1	-4	2
CCOC(=O)c1c[nH]n2c(=O)cc(C)nc12	-3	2.3	-0.2	-2	5	95	0	-1	0	4

Copied from above for reference:
canonical_smiles	Vif imaging	MC4R ag barr	aDG glyco act	CaV13 FRET inh	PDI inh	ABCB6 inh MLPCN	MC4R antagonist	Glyco luc inh	Cardio protect	HTR2A ag
CCN(C(=O)COn1nnc2ccc(S(=O)(=O)N(C)C)cc21)C1CCS(=O)(=O)C1 (configuration not stated)	-1	-0.6	0.0	-3	4	95	4	0	8	-4
O=C(CCCC(=O)Nc1ccc(Br)cc1)N/N=C/c1ccccc1	1	1.0	0.0	/	3	98	24	2	-1	5

New compounds follow
canonical_smiles	Vif imaging	MC4R ag barr	aDG glyco act	CaV13 FRET inh	PDI inh	ABCB6 inh MLPCN	MC4R antagonist	Glyco luc inh	Cardio protect	HTR2A ag
Cc1nnc(SCC(=O)N(C)C2CCS(=O)(=O)C2)n1Cc1ccccc1 (configuration not stated)	-5	-1.9	-0.2	-2	-4	95	12	1	7	3
S=C(NC1CCCCC1)N1CCn2cccc2C1c1cccnc1 (configuration not stated)	-2	-0.1	0.0	9	-2	92	6	1	1	-4
O=C(NNc1ccccn1)c1ccc(Cl)nc1	7	0.4	-0.4	0	6	105	16	1	3	-1
Cc1ccc(C)c(NC(=O)CSc2nc3c(c(=O)n2C)SC(C)C3)c1 (configuration not stated)	1	-0.4	0.0	-6	3	89	8	-1	-14	8
O=C(O)CCCCCNS(=O)(=O)c1cccc2nsnc12	4	0.5	0.0	-4	3	95	5	1	0	0
Cc1ccc(N=C2C(=O)Nc3ccccc32)cc1	0	-0.7	-0.1	-18	-10	97	13	2	6	1
CCN1CCN(C(=O)CS(=O)(=O)Cc2nc(-c3ccc(C)cc3)oc2C)CC1	/	-0.5	0.0	-6	/	97	2	0	-1	-5
COc1ccc(CCNc2nc(N3CCOCC3)nc(N3CCOCC3)n2)cc1OC	2	-1.3	0.1	-2	6	150	-2	1	6	-4
CCCc1nnc(NC(=O)CCC(=O)NC2CCCc3ccccc32)s1 (configuration not stated)	0	0.9	0.5	-3	2	98	6	0	3	7
CC1CCN(C(=O)CSc2nc3c(c(=O)n2C)SC(C)C3)CC1 (configuration not stated)	9	-0.8	-0.3	/	-4	100	2	1	-1	1
O=C(COC(=O)c1ccccc1C(=O)c1ccc(Cl)cc1)NCC1CCCO1 (configuration not stated)	-3	1.2	0.6	-2	-1	98	6	-1	6	-1
COc1ccccc1CNC(=O)CCn1c(=O)oc2ccccc21	-1	-1.0	0.4	-5	/	98	3	-1	2	5
CC(=O)N(C)c1nnc(-c2cnccn2)s1	-2	-0.9	-0.3	/	-1	106	1	0	0	-9
COc1ccc(C(C(O)C(=O)c2c[nH]c3ccccc23)N2CCN(c3ccc(OC)cc3)CC2)cc1 (configuration not stated)	/	0.0	-0.4	-4	-1	95	-1	-1	-1	-1
CCc1ccc(C2CC(c3cccc(OC)c3)n3nc(N)nc3N2)cc1 (configuration not stated)	10	4.5	-0.1	-2	/	97	1	-1	-14	8
Cc1nc2nc(COc3ccccc3)[nH]n2c(=O)c1C	-6	0.7	0.0	/	-2	93	1	1	4	6
COc1ccc(CN2CCN(C(=O)c3ccco3)CC2)cc1OCc1ccccc1	-1	1.0	0.4	-5	0	91	-2	-7	9	19*
O=C(C[n+]1ccc2ccccc2c1)c1ccc(NC(=O)c2ccccc2)cc1	2	-3.1	0.1	-6	-9	106	0	-3	4	1
O=C(COC(=O)c1oc2ccccc2c1COc1ccccc1)NCCN1C(=O)CSC1=O	-2	0.1	0.1	-2	12	100	11	3	9	-4
CCC(C(=O)O)N1C(=O)C2CCCCC2C1=O (configuration not stated)	-4	-1.9	-0.2	-4	3	99	2	1	-1	-2
COc1ccc(NS(=O)(=O)c2ccc(NC(=O)C(CCSC)NC(N)=O)cc2)cc1 (configuration not stated)	12	-0.8	0.6	1	-1	245	15	0	-5	-2
CN1C(=O)C2(Nc3ccccc3-c3nc4ccccc4n32)c2ccccc21 (configuration not stated)	-8	-3.1	0.1	-3	0	90	4	0	10	-4
Cc1cc(NC(=O)CSc2nc3ccccc3c(=O)n2C(C)c2ccccc2)no1 (configuration not stated)	-9	-0.3	0.3	-7	-1	106	1	-5	-10	4
Cc1ccc(N(C)S(=O)(=O)c2c[nH]c3ccc([N+](=O)[O-])cc23)cc1	-3	-2.8	-0.1	-5	2	97	10	-1	-6	-4
O=C(Cn1cc2c(n1)CCCC2)Nc1ccccc1Cl	-6	-2.2	0.0	-11	/	100	2	-1	13	1
CCc1c(C)nc2ncnn2c1Nc1ccccc1C	-1	-1.5	0.2	-20	-3	101	0	0	-3	2
COC(=O)c1ccc(NC(=O)CSc2nncn2-c2cccnc2)cc1	-6	1.3	-0.1	-3	11	93	2	0	4	2
CCSc1nc2c(c(=O)[nH]c(=O)n2C)n1C	-3	-0.3	-0.3	-5	11	85	-1	2	3	3
O=C(CSCc1ccc(Cl)cc1)Nc1ccc2c(c1)OCO2	8	-2.3	-0.3	-2	1	92	-1	1	5	-5
COC(=O)[C@]12CCCCC=C1N(CCC1=CCCCC1)C(=O)[C@H](CC(=O)NCCCN1CCCC1=O)C2	/	/	0.2	-5	/	103	/	/	/	-1
O=C(OCC(=O)c1ccc[nH]1)c1ccccc1	-1	1.4	0.2	-1	-2	99	-1	0	0	3
O=c1c2ccccc2nc2c3ccccc3c(NCc3ccccn3)nn12	2	-1.6	-0.2	-21	5	94	2	10	47	-1
COCCN(C(=O)Nc1ccc(F)cc1F)c1nc2ccccc2s1	-9	-0.3	0.0	-19	-3	96	2	3	-3	0
O=[N+]([O-])c1ccc(NN=Cc2ccc(O)cc2O)nc1	-5	-6.4	0.7	-24	-9	106	-3	-9	44	-9
CCN(CC)S(=O)(=O)c1ccc(O)c(NC(=O)COc2ccc(S(=O)(=O)N3CCOCC3)cc2)c1	-12	-0.9	-0.1	-6	21	92	5	2	-13	0
O=C(CN1c2ccccc2Sc2ccccc21)NNC(=S)Nc1ccc(Cl)cc1	0	2.7	0.0	4	-4	93	3	2	-15	-2
Cc1sc(NC(=O)CSc2nc(O)cc(=O)[nH]2)nc1-c1ccccc1	15	-1.0	0.1	-4	-7	107	-7	1	1	6
COCCN(C(=O)COC(=O)CCOc1cccc(C)c1)c1c(N)n(Cc2ccccc2)c(=O)[nH]c1=O	4	-4.4	-0.1	-5	-5	100	16	2	4	-2
COc1cc(OC)c2c(-c3cccc(-c4ccc(OC(F)(F)F)cc4)c3)cc(=O)oc2c1	-5	0.3	0.0	-7	-2	97	-1	-4	-13	-4
Cc1ccnc(NS(=O)(=O)c2ccccc2)c1	-1	-0.8	-0.1	-18	0	95	7	-1	4	4
N#CCCN(C(=O)Nc1ccccc1)c1ccccc1	-2	-1.5	0.0	-1	0	93	5	0	10	-2
Cc1nn(C)c(=S)[nH]c1=S	-3	-0.9	-0.2	-6	-16	96	6	2	-3	9
COc1cc2c(cc1OC)C(C)N(C(=O)Nc1ccccc1)CC2 (configuration not stated)	-5	-2.8	-0.1	-4	3	97	-13	35*	8	-3
COCCCNC(=O)CCc1ccccc1	6	0.3	0.6	13	16	98	-1	1	0	3
CC1CCN(C(=O)CN(c2ccc(Oc3ccccc3)cc2)S(C)(=O)=O)CC1	-21	-2.5	1.3	-4	1	97	10	-3	-13	11
O=C(OCC(=O)N1CCCC1)c1ccc(Cl)c([N+](=O)[O-])c1	9	-0.8	0.0	-4	5	101	9	-1	5	-3
O=S(=O)(c1ccc(Cl)cc1)N1CCN(c2ccc(N3CCOCC3)nn2)CC1	-5	-2.1	0.7	-5	-4	92	7	0	4	3
Cc1coc2c1c(C)cc1oc(=O)c(CC(=O)NCC(=O)NCC(=O)O)c(C)c12	41	1.4	-0.2	-17	-4	105	-3	0	1	6
Cc1cc(C)c(C)c(S(=O)(=O)N2C(=S)NC(=O)C2C(C)C)c1C (configuration not stated)	-1	-1.5	-0.3	/	4	80	0	0	2	1
COc1cc(OC)cc(C(=O)N2CCC(n3c(C)nc4cc(F)ccc43)CC2)c1	-3	2.0	-0.1	-4	0	i	4	0	14	8
O=C(Nc1nc2cc3c(cc2s1)OCO3)C1CC1	-8	-0.1	0.2	-4	-4	91	-4	-1	-8	3
O=C(COC(=O)CN1C(=O)C2CC=CCC2C1=O)Nc1cccc([N+](=O)[O-])c1 (configuration not stated)	/	-2.5	-0.2	-16	-1	103	-1	1	1	1
COC(=O)/C=C1\SC(=NC(=O)c2ccc(-c3ccccc3)cc2)NC1=O	0	-1.8	0.2	-7	14	94	8	4	-10	1
